TDP1 cell CPT = qHTS for Inhibitors of human tyrosyl-DNA phosphodiesterase 1 (TDP1): qHTS in cells in presence of CPT. hit rate 12% among 420,000. AID 686979, 2013. chicken DT40 Tdp1-/-;hTDP1 cells + 20 nM CPT, ATP luminescence, 48 h. Potency, µM (doses to about 46.2 µM), without a hit: top-dose activity change, negative = growth inhibition, usual class: inhibitors; also: nearly all actives have a fitted effect of over 55% in size
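Cell growth measured by CellTiter-Glo luminescence after a minimum 48 h, 37 C compound exposure with 20 nM CPT in Tdp1-knockout DT40 cells stably expressing hTDP1, seeded 400/well; qHTS titration format.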
DT40 TDP1 no CPT = qHTS for Inhibitors of human tyrosyl-DNA phosphodiesterase 1 (TDP1): qHTS in cells in absence of CPT; DT40 Tdp1-/- hTDP1 cells, no CPT, ATP luminescence, 48 h; Potency, µM (titrated, usually from 46.2 µM), inactives show at the top dose activity change, negative = growth inhibition, actives largely listed as inhibitors; hit rate 15% among 420,000; AID 686978, 2013; also: nearly all actives have a fitted effect of over 55% in size
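Stably hTDP1-transfected Tdp1-null chicken DT40 cells were treated with library compounds minus camptothecin and grown for at least 48 hr at 37 °C, after which cellular ATP was quantified by luminescence.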
TDP1 inh = qHTS Assay for Inhibitors of Tyrosyl-DNA Phosphodiesterase (TDP1). recombinant TDP1, AlphaScreen DNA substrate cleavage. Tyrosyl-DNA phosphodiesterase 1 (Homo sapiens), Q9NUW8. hit rate 0.28% among 350,000. Potency, µM (top dose mostly 130 µM), for inactives: at the highest dose activity change, negative = inhibition, usual class: inhibitors; also: nearly all actives have a fitted effect of over 40% in size
Target sequence (Q9NUW8 whole entry, looked up): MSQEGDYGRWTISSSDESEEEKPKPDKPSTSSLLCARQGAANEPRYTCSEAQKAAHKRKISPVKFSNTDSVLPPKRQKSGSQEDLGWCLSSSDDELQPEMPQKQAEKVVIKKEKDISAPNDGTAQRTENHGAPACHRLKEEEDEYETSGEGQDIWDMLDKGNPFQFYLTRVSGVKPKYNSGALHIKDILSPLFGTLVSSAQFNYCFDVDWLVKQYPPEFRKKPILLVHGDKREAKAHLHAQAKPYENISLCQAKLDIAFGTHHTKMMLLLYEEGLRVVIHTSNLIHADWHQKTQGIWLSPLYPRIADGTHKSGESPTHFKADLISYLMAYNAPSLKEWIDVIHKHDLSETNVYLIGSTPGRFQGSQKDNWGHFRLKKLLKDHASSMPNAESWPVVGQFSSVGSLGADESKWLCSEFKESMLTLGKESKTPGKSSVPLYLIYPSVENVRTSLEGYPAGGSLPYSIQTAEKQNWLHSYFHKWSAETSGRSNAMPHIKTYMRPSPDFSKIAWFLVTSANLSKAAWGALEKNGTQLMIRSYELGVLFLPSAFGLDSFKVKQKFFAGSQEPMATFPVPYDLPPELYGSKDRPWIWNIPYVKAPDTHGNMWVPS
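Recombinant E. coli-expressed Tdp1 (1 nM) preincubated with compound 15 min at RT, then 5'-biotin/3'-phosphotyrosine-FITC DNA substrate (15 nM) added for 5 min. AlphaScreen beads (10 ug/ml) added, 10 min RT; tyrosine-FITC cleavage read as signal loss.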
Active calls of the source: *; & = joins results of further samples; [ ] = dose if it differs, or a comment. Calls follow the shape of the dose curve; as a rule, active = well fitted curve in the direction sought with a large enough effect; inconclusive = small, poorly fitted or top-dose-only effect, or another doubt; inactive = no such curve, though single readings can be large; an effect the other way counts as inactive or inconclusive. % is scaled to controls: 0 for no effect and ±100 for the full control effect; potency is read from the fitted curve at half-maximal effect. Hits appear at their usual frequency (roughly 18% active in at least one column).

Screening CCCNC(=O)C(Cc1ccc(I)cc1)NC(=O)c1ccc2ccccc2n1 (centres undefined) returned TDP1 cell CPT inconclusive, DT40 TDP1 no CPT 21µM* and TDP1 inh -2%.
`Cc1cc(C)nc(NC(=NCCc2c[nH]c3ccccc23)NC(=O)Nc2ccc(Cl)c(Cl)c2)n1` gave TDP1 cell CPT 15µM*, DT40 TDP1 no CPT 13µM* and TDP1 inh 2%.
Screening O=C(Nc1cccc(-c2cn3c(n2)SCC3)c1)c1ccc2c(c1)OCO2 returned TDP1 cell CPT -28%, DT40 TDP1 no CPT inconclusive and TDP1 inh 5%.
O=c1cc(N2CCc3ccccc3C2)[nH]c(=O)n1C1CCCCC1 was read as TDP1 cell CPT 1.8µM*, DT40 TDP1 no CPT inconclusive and TDP1 inh -2%.
For c1ccc(-c2nnc3nc(N4CCCCC4)nc(N4CCCCC4)n23)cc1 the results were TDP1 cell CPT 18µM* and DT40 TDP1 no CPT 15µM*.
Screening COc1ccc2oc3c(ccc[n+]3C)c(=O)c2c1 returned TDP1 cell CPT -6% and DT40 TDP1 no CPT 0%.
`CC[N+](CC)(CC=C(C)C)CC(=O)OC` gave TDP1 cell CPT -24%, DT40 TDP1 no CPT 1% and TDP1 inh 2%.
Screening Cc1ccnc2nc(C(=O)OC(C)C(=O)NCc3ccccc3)nn12 (centres undefined) returned TDP1 cell CPT 8%, DT40 TDP1 no CPT 1% and TDP1 inh 0%[56.1 µM].
Screening O=C(COc1ccccc1)Nc1ccccc1NS(=O)(=O)c1cccs1 returned TDP1 cell CPT 2%, DT40 TDP1 no CPT -11% and TDP1 inh -4%.
CC(=O)Nc1ccc(NC(=O)Cn2nc(C(=O)Nc3ccc(C)cc3)ccc2=O)cc1 was read as TDP1 cell CPT -5%&22%, DT40 TDP1 no CPT 23%&6% and TDP1 inh 0%&0%.
For CS(=O)(=O)N1CCC(C(=O)Nc2ccc3c(c2)OCO3)CC1 the results were TDP1 cell CPT -7%, DT40 TDP1 no CPT 3% and TDP1 inh 8%.
Screening COCCN1C(=O)C(CC(=O)Nc2ccc(C(C)=O)cc2)SC1=Nc1ccccc1 (centres undefined) returned TDP1 cell CPT 16µM*, DT40 TDP1 no CPT inconclusive and TDP1 inh 3%.
CCOC(=O)c1c(CSCc2ccccc2)oc2ccc(O)c(CN(C)C)c12 was read as TDP1 cell CPT 15µM*, DT40 TDP1 no CPT 16µM* and TDP1 inh 9%.
For COc1ccc(CC(=O)OCC(=O)Nc2cc(Cl)ccc2C)cc1 the results were TDP1 cell CPT -4%, DT40 TDP1 no CPT -4% and TDP1 inh -4%.
O=C(NCc1ccccc1)C(c1ccccn1)N(C(=O)c1csnn1)c1ccccc1F (centres undefined) was read as TDP1 cell CPT inconclusive, DT40 TDP1 no CPT -18% and TDP1 inh 1%.
`Cc1cc(C)cc(NC(=O)c2ccccc2NC(=O)CCC(=O)O)c1` gave TDP1 cell CPT -19%, DT40 TDP1 no CPT -26% and TDP1 inh -3%.
`Cc1ccc2c(c1)C(=O)CC1(CCCCCC1)O2` gave TDP1 cell CPT -18%, DT40 TDP1 no CPT -3% and TDP1 inh -6%.
Screening COc1ccc(S(=O)(=O)N2CCC(n3cnc4cc(C(F)(F)F)ccc43)CC2)cc1 returned TDP1 cell CPT inconclusive, DT40 TDP1 no CPT -13% and TDP1 inh 5%.
For CCOC(=O)Cc1csc(NC(=O)CSc2nc(-c3ccccc3)c(C#N)c(=O)[nH]2)n1 the results were TDP1 cell CPT 11%, DT40 TDP1 no CPT 3% and TDP1 inh -3%.
Screening CCOCC(=O)Nc1ccc(C)c(Cl)c1 returned TDP1 cell CPT inconclusive, DT40 TDP1 no CPT 0% and TDP1 inh 3%.
COc1ccc(Cl)cc1C(=O)Nc1ccc(N(C)C(C)=O)cc1 was read as TDP1 cell CPT inconclusive, DT40 TDP1 no CPT inconclusive and TDP1 inh -1%.
Screening COc1cccc(CNC(=O)c2ccc(NC(=O)N3CCCCc4ccccc43)cc2)c1 returned TDP1 cell CPT inconclusive, DT40 TDP1 no CPT 21µM* and TDP1 inh 2%.
For CCN(CC)C(=O)CSc1nnc(CSc2ncccn2)n1C the results were TDP1 cell CPT 0%, DT40 TDP1 no CPT 0% and TDP1 inh 1%.
Cc1ccc(-c2onc(C)c2C)cc1S(=O)(=O)N1CC(C)Oc2ccccc21 (centres undefined) was read as TDP1 cell CPT inconclusive, DT40 TDP1 no CPT inconclusive and TDP1 inh 1%.
Screening CCOc1cc(-c2n[nH]c(=S)n2Cc2ccccc2)ccc1OC(F)F returned TDP1 cell CPT -10%, DT40 TDP1 no CPT -22% and TDP1 inh 2%.
O=C1/C(=C/c2ccc([N+](=O)[O-])cc2)C=C(c2ccccc2)N1c1ccc(O)cc1 was read as TDP1 cell CPT 5.2µM*, DT40 TDP1 no CPT 2.9µM* and TDP1 inh 9%.
`O=C(Nc1noc2ccccc12)c1cccc(Cl)c1Cl` gave TDP1 cell CPT -17%, DT40 TDP1 no CPT -1% and TDP1 inh 0%.
`O=C(NCCN1CCOCC1)C1CCC(=O)N1Cc1ccc(F)cc1` (centres undefined) gave TDP1 cell CPT 6%, DT40 TDP1 no CPT -2% and TDP1 inh 3%.
`CC(=O)Nc1cccc(NC(=O)CSc2ccc(-c3ccccn3)nn2)c1` gave TDP1 cell CPT inconclusive, DT40 TDP1 no CPT inconclusive and TDP1 inh 5%.
`C=CCOC(=O)C1=C[C@H](c2cn(C(C)=O)c3ccccc23)C[C@H](OCc2ccc(CO)cc2)O1` gave TDP1 cell CPT inconclusive, DT40 TDP1 no CPT 21µM* and TDP1 inh 1%.

Grouped by structure, those above with a Cl atom.
`Cc1cc(C)nc(NC(=NCCc2c[nH]c3ccccc23)NC(=O)Nc2ccc(Cl)c(Cl)c2)n1` gave TDP1 cell CPT 15µM*, DT40 TDP1 no CPT 13µM* and TDP1 inh 2%.
For COc1ccc(CC(=O)OCC(=O)Nc2cc(Cl)ccc2C)cc1 the results were TDP1 cell CPT -4%, DT40 TDP1 no CPT -4% and TDP1 inh -4%.
Screening CCOCC(=O)Nc1ccc(C)c(Cl)c1 returned TDP1 cell CPT inconclusive, DT40 TDP1 no CPT 0% and TDP1 inh 3%.
COc1ccc(Cl)cc1C(=O)Nc1ccc(N(C)C(C)=O)cc1 was read as TDP1 cell CPT inconclusive, DT40 TDP1 no CPT inconclusive and TDP1 inh -1%.
`O=C(Nc1noc2ccccc12)c1cccc(Cl)c1Cl` gave TDP1 cell CPT -17%, DT40 TDP1 no CPT -1% and TDP1 inh 0%.

Other results follow.
Cc1noc(C)c1S(=O)(=O)Nc1ccc2c(c1)C(=O)N([C@H](C)CO)C[C@H](C)[C@@H](CN(C)C(=O)NC1CCCCC1)O2 was read as TDP1 cell CPT -1%, DT40 TDP1 no CPT 3% and TDP1 inh 1%.
O=C(Nc1cccc2cccnc12)c1ccc2sc([C@@H]3O[C@H](CO)[C@H](O)[C@H](O)[C@H]3O)nc2c1 was read as TDP1 cell CPT inconclusive and DT40 TDP1 no CPT inconclusive.
COC(=O)c1[nH]c2ccc(C)cc2c1NC(=O)CN1CCN(c2ccccc2)CC1 was read as TDP1 cell CPT 16µM*, DT40 TDP1 no CPT 23µM* and TDP1 inh 12%.
Screening CCN(CC(=O)Nc1ccccc1OC)C(=O)c1ccc(NS(=O)(=O)c2ccc(C(C)=O)cc2)cc1 returned TDP1 cell CPT 1%, DT40 TDP1 no CPT -14% and TDP1 inh 4%.
Cc1cccc(OCc2nnc(SCC(=O)N(c3ccccc3)C3CCS(=O)(=O)C3)o2)c1 (centres undefined) was read as TDP1 cell CPT inconclusive, DT40 TDP1 no CPT -24% and TDP1 inh 0%[56.1 µM].
For O=C1NC[C@H](CCCCN2C[C@H](Cc3ccc(O)cc3)N(Cc3ccccc3)C(=O)C2=O)N(CC2CCCCC2)C1=O the results were TDP1 cell CPT -6% and DT40 TDP1 no CPT -10%.
`O=C(NCc1ccccn1)C1CCN(S(=O)(=O)N2CCC3(CC2)OCCO3)CC1` gave TDP1 cell CPT 26%, DT40 TDP1 no CPT 0% and TDP1 inh 5%.
Screening COc1ccc(CC2(CO)CCN(Cc3ccc4c(c3)CCO4)CC2)cc1 returned TDP1 cell CPT -13% and DT40 TDP1 no CPT -28%.
COCCNC(=O)C(c1c[nH]c2ccccc12)N(C(=O)c1snc(C(N)=O)c1N)c1cccc(OC)c1 (centres undefined) was read as TDP1 cell CPT inconclusive, DT40 TDP1 no CPT -23% and TDP1 inh 5%.
CS(=O)(=O)Nc1ccccc1C(=O)N1CCOCC1 was read as TDP1 cell CPT -12%, DT40 TDP1 no CPT 1% and TDP1 inh -1%.
Screening CCC(=O)N[C@H]1CC[C@@H](CCn2cc(C3CC3)nn2)O[C@@H]1CO returned TDP1 cell CPT 0% and DT40 TDP1 no CPT 11%.
Screening Cc1nc(-c2ccccc2)cc(=O)[nH]1 returned TDP1 cell CPT -16%, DT40 TDP1 no CPT -10% and TDP1 inh 2%.
For CS(=O)(=O)Nc1ccccc1C(=O)Nc1cc(Cl)cc(Cl)c1 the results were TDP1 cell CPT 18µM*, DT40 TDP1 no CPT 18µM* and TDP1 inh -2%.
COCCN1CSC(=S)N(Cc2ccco2)C1 was read as TDP1 cell CPT 21µM*, DT40 TDP1 no CPT 4.6µM* and TDP1 inh 0%.
Screening COc1ccc(CC(=O)Nc2ccc(S(=O)(=O)Nc3cc(OC)nc(OC)n3)cc2)cc1 returned TDP1 cell CPT 4%, DT40 TDP1 no CPT 2% and TDP1 inh -2%.
`CC1(C)N=C(N)N=C(N)N1CCCCc1ccccc1` gave TDP1 cell CPT 2.1µM* and DT40 TDP1 no CPT 0.52µM*.
`CSc1ccc(CN2CCC(N3CCC(C(=O)NC4CC4)CC3)CC2)cc1` gave TDP1 cell CPT 21µM* and DT40 TDP1 no CPT 8.2µM*.
Screening CCN(CC)CCCNC(=O)c1ccc(S(=O)(=O)Nc2ccc(C)c(C)c2)cc1 returned TDP1 cell CPT inconclusive, DT40 TDP1 no CPT 16µM* and TDP1 inh 0%[56.1 µM].
`CCc1nn(CC(=O)N(CC)Cc2ccccc2)c(=O)c2cc3occc3n12` gave TDP1 cell CPT 23µM*, DT40 TDP1 no CPT 16µM* and TDP1 inh 3%.
For C[C@H](NC(=O)c1nc[nH]c1C(=O)NCCCCCNC(=O)OC(C)(C)C)c1ccccc1 the results were TDP1 cell CPT 15µM*, DT40 TDP1 no CPT 16µM* and TDP1 inh 1%.
Cc1ccccc1C(=O)Nc1ccc(Cl)cn1 was read as TDP1 cell CPT 16µM*, DT40 TDP1 no CPT 21µM* and TDP1 inh 0%.
`COc1ccc(-c2ccc(C(=O)NCCN3CCOCC3)c3occc23)c(C)c1` gave TDP1 cell CPT inconclusive and DT40 TDP1 no CPT 21µM*.
Screening CCN1CCN(C(=S)Nc2ccc3nc(N4CCN(C)CC4)cc(C)c3c2)CC1 returned TDP1 cell CPT inconclusive, DT40 TDP1 no CPT inconclusive and TDP1 inh 3%.
`CN(CC(=O)Nc1ccccc1C(F)(F)F)C(=O)CSCc1ccccc1` gave TDP1 cell CPT inconclusive, DT40 TDP1 no CPT inconclusive and TDP1 inh 0%.
For Cc1noc(NS(=O)(=O)c2ccc(NC(=O)c3cccc(S(=O)(=O)N(C)c4ccccc4)c3)cc2)c1C the results were TDP1 cell CPT 3% and DT40 TDP1 no CPT 11%.
`CCOc1ccc(-c2cn3c(n2)sc2cc(C(=O)NCCc4ccc(OC)cc4OC)ccc23)cc1` gave TDP1 cell CPT -21%, DT40 TDP1 no CPT inconclusive and TDP1 inh -7%.
For CN(C)[C@H]1CCN([C@@H]2CS(=O)(=O)N[C@H]2COCc2ccccc2)C1 the results were TDP1 cell CPT -11% and DT40 TDP1 no CPT -6%.
